Source: PubChem
SR-BI DiI-HDL act: SR-BI HDL lipid transfer activation; CHO ldlA[mSR-BI] cells, DiI-HDL uptake fluorescence, 3 h; 100 = double the neutral-control signal; activation, % at 12.5 µM; 320,000 tested, 0.096% active;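 active = mean replicate activation of at least 60% and every replicate at or above 60%; inconclusive = mean or all-replicate condition met, but not both; inactive = mean below 60% and not all replicates reaching 60%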;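 note: 0% = median plate neutral-control signal and 100% = twice that signal; values of inactives mirror those of a sister screen read the other way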
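Assay system: CHO ldlA[mSR-BI] cells, LDL receptor-null, SR-BI overexpressing; medium: Ham's F12 with 0.5% BSA, HEPES 25 mM, pH 7.4; also added: DiI-HDL 10 µg/mL; timing: 3 h uptake period with compound, 37 °C; signal: DiI fluorescence, bottom read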
Arrestin-AP2 inh: inhibitors of human beta-arrestin and AP2 interaction; AID 504490; inhibition, % at 10 µM; FITC-arrestin peptide / GST-AP2 beads, flow cytometry; AP2 beta2 appendage carries R879A mutation; 340,000 tested, 0.31% active;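 active = inhibition above a set limit, near 3 SD of compounds lacking own fluorescence, cut at about 54% in these data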;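 note: plate controls were DMSO wells for no effect and 5 µM unlabelled arrestin peptide for full effect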
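System: GST-AP2 R879A bound to glutathione beads, E. coli-expressed. Also added: 50 nM FITC-arrestin peptide. Schedule: compound with beads 12 min RT, then probe 1 h RT. Signal: bead flow cytometry, FITC channel. Read-out basis: percent response.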
Keap1 Nrf2 FP: disrupts human Keap1 binding to Nrf2 peptide; Q14145; 340,000 tested, 0.15% active; Keap1 Kelch-Nrf2 peptide fluorescence polarization, 1536-well; inhibition, % at 9.4 µM; in the data active = inhibition above about 12%; inconclusive = no clear call, values can overlap the other calls; inactive = below about 7.3%;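 note: human Keap1 Kelch domain with fluorescein labeled Nrf2 9mer peptide probe; 0% = neutral control wells and 100% = peptide positive control; higher means more block of Keap1 binding to Nrf2 peptide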
NSD2 inh: NSD2 (human) methyltransferase inhibition; O96028; NSD2 peptide methylation, AlphaScreen, 120 min; inhibition, % at 12.5 µM; 310,000 tested, 0.54% active; in the data active = inhibition above about 50%
SR-BI HDL uptake: mouse SR-BI HDL lipid transfer inhibition. ldlA[mSR-BI] CHO cells, DiI-HDL uptake fluorescence, 3 h. inhibition, % at 12.5 µM. 320,000 tested, 0.96% active. AID 488896;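 active = mean replicate inhibition of at least 70% and a set share of replicates each scoring 70 or more; inconclusive = meets just one of the two criteria; inactive = fails both criteria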;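 note: 0% = median of neutral control wells and 100% = median of positive control wells; values of inactives mirror those of a sister screen read the other way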
LANA DNA inh: blocks KSHV LANA C-terminal domain binding to DNA. 340,000 tested, 0.078% active. inhibition, % at 9 µM. MBP-C-LANA/FAM-LBS DNA binding, fluorescence polarization;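 active = highest replicate inhibition at or above 60% at 9 µM, even if other replicates fall short; inactive = all replicates below 60% inhibition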;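 note: 0% = neutral control wells and 100% = 4 µM acridine orange control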
PvdQ acylase: blocks Pseudomonas aeruginosa PvdQ acylase activity. purified PvdQ acylase, fluorescence plate reader. inhibition, % at 10 µM. 340,000 tested, 0.063% active. AID 488965; in the data active = inhibition above about 30%, passing the limit was not always enough; inconclusive = no clear call, values can overlap the other calls;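 note: 0% = vehicle neutral wells and 100% = reference inhibitor wells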
PKA-R2B act: PKA-R2B complex activation; PKA-R2B holoenzyme dissociation, Cy5-IP20 fluorescence polarization; R2B truncated from residue 108, S112A mutant; 0% DMSO only, 100% 113 µM cGMP; 340,000 tested, 0.079% active; activation, % at 11.4 µM; P22694+P31323; AID 504700;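 active = activation above a cutoff set at the mean over all compounds plus 3 SD, cut at about 18% in these data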;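 note: higher means more holoenzyme dissociation and a rise in polarization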
Target sequence (P31323 whole entry, looked up, other chains not shown, the tested form may be a part): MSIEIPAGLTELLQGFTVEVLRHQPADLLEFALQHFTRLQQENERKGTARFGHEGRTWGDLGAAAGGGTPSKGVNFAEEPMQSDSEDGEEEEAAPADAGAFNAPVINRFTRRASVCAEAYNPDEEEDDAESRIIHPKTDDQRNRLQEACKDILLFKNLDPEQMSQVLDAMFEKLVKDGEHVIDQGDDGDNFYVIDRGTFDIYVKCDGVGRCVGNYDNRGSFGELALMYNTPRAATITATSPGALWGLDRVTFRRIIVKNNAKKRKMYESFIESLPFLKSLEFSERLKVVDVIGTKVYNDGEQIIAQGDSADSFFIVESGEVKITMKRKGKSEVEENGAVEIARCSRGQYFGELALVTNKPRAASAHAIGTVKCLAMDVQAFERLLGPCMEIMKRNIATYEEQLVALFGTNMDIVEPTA
Cardiac RTF inh: cardiac RTF calcium desensitization; AID 493244; inhibition, % at 7.15 µM; P19429+P45379; 340,000 tested, 0.12% active; IANBD-labeled cardiac RTF, Ca2+ fluorescence;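 active = inhibition above the mean inhibition of all tested compounds plus 3 SD, cut at about 17% in these data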;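 note: assay run at fixed EC70 calcium of 1.6 mM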
DAGLB inhibitor: diacylglycerol lipase beta (human) inhibition. inhibition, % at 5.17 µM. 340,000 tested, 0.059% active. AID 504411. HEK293T DAGLB membrane lysate, EnzChek fluorogenic substrate; in the data active = inhibition above about 34%;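 note: 0% = enzyme with vehicle and 100% = wells lacking enzyme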
Target sequence (Q8NCG7 whole entry, looked up): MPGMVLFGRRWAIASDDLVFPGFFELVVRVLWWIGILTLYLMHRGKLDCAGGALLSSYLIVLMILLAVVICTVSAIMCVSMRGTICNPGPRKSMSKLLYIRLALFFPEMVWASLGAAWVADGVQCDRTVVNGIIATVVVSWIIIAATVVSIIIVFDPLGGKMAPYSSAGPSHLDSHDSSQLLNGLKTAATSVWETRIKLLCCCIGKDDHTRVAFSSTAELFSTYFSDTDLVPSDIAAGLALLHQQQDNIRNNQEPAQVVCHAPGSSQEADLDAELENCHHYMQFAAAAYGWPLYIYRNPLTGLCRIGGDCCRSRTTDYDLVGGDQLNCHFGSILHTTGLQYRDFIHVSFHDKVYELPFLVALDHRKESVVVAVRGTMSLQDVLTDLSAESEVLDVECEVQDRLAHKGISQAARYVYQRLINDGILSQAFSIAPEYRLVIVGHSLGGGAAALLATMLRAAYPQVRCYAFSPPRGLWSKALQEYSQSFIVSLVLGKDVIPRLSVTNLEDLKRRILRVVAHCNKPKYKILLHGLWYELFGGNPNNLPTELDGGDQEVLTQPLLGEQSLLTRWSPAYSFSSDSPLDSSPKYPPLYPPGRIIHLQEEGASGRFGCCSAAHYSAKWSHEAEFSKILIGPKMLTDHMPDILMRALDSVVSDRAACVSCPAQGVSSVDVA
An asterisk follows results filed as active; ? = inconclusive; . = no result given.

SMILES	SR-BI DiI-HDL act	Arrestin-AP2 inh	Keap1 Nrf2 FP	NSD2 inh	SR-BI HDL uptake	LANA DNA inh	PvdQ acylase	PKA-R2B act	Cardiac RTF inh	DAGLB inhibitor
CCc1cccc(OCCN2CCCC2)c1	1	-3	-2	4	-1	1.4	-5	-3	-4	-4
O=C(CCn1c(=S)[nH]c2ccccc2c1=O)NCCCN1CCCC1=O	16	-3	-4	-1	-16	1.1	-12	-13	-9	2
CCn1ccnc1CN(C)Cc1cn[nH]c1-c1ccc(F)cc1F	-4	0	4	0	4	0.3	9	-4	-8	-3
COc1cc(NC(=O)COc2ccccc2)ccc1NC(=O)c1ccco1	.	18	-1	-1	.	2.3	-4	-3	4	-1
CCN(C(=O)COC(=O)c1nccnc1N)c1cccc2ccccc12	3	12	-4	1	-3	-1.7	-10	-4	-8	3
CCn1c(C)nnc1SCC(=O)Nc1ccccc1OC	-1	0	-4	7	1	0.0	-19	-7	-5	-1
c1csc(-c2nc3ccccn3c2NC2CCCCC2)c1	-32	14	-6	-3	32	-0.5	6	-11	0	1
Cc1ccc(NC(=O)CSc2nnnn2C2CC2)cc1S(=O)(=O)N1CCOCC1	4	13	-1	-3	-4	0.5	2	1	1	-2
CC(=O)N1CCN(C(=O)CCNS(=O)(=O)c2ccccc2)CC1	9	0	-8	-15	-9	0.4	-4	9	3	-3
COc1ccccc1NS(=O)(=O)c1cccc(NC(=O)c2ccc3ccccc3n2)c1	-23	2	-9	-1	23	3.1	-9	2	6	-2
CCCCN1CC(COc2ccccc2)OC1=O (configuration not stated)	-1	5	-1	1	1	-0.7	22	0	2	1
NC(N)=Nc1nc(C2COc3ccccc3O2)cs1 (configuration not stated)	-5	-4	6	3	5	0.6	-7	10	0	3
CC(C)=C[C@@H]1C[C@H](C)[C@H]2CC[C@H](C)c3c(O[C@@H]4O[C@@H](C)[C@@H](O)[C@@H](O)[C@@H]4O)c(O)c(C)c1c32	-17	-7	9	.	17	0.7	-14	-1	3	-7
COc1ccc(NC(=O)CCN2C(=O)/C(=C/c3ccc4c(c3)OCO4)SC2=S)cc1	-3	9	-2	-8	3	-0.4	-22	-2	-10	2
CN1CCN(c2ccc(S(=O)(=O)N3CCCCC3)cc2NC(=O)/C=C/c2ccc(Cl)c([N+](=O)[O-])c2)CC1	14	-12	3	5	-14	14	11	-2	5	1
C=CCN=C1SC(C)(C)C(=O)N1S(=O)(=O)c1ccc(C)cc1	-3	5	-5	-1	3	-0.3	-12	-7	6	-3
CC(Oc1ccc(-c2nccc(-c3ccccn3)n2)cc1)C(=O)NN (configuration not stated)	3	-3	-1	-3	-3	-3.8	-1	-8	-8	-3
O=C(COC(=O)C1=COCCO1)NC(=O)c1ccc(OC(F)F)cc1	23	-13	-4	-5	-23	-0.9	-14	-7	2	3
CSc1cccc(NC(=S)N(Cc2ccccc2)Cc2cccnc2)c1	22	-10	-2	3	-22	-0.3	-7	9	-7	-1
CCOc1ccc(/C=C/C(=O)Nc2ccc(N3CCOCC3)cc2)cc1	-42	5	-2	0	42	-0.6	-10	6	-6	0
O=S1(=O)c2ccccc2C(O)(c2ccccc2)c2ccccc21	5	-4	1	-6	-5	2.1	-15	15	7	1
CCCn1nnc(NC(=O)c2ccc(Br)cc2)n1	20	15	1	1	-20	1.7	11	-21	-7	-2
CCCCC(=O)Nc1ccc(F)c(Cl)c1	-4	17	4	-2	4	0.8	20	9	-11	-5
C=CCn1c(=NC(=O)C2COc3ccccc3O2)sc2cc(S(N)(=O)=O)ccc21 (configuration not stated)	-4	1	-2	0	4	1.6	5	-2	5	-3
COc1ccc(NC(=O)CCC(=O)OCc2ccc(C(=O)Oc3ccc(Cl)cc3)cc2)cc1	27	2	-3	0	-27	0.5	-10	1	-2	-3
Following part
SMILES	SR-BI DiI-HDL act	Arrestin-AP2 inh	Keap1 Nrf2 FP	NSD2 inh	SR-BI HDL uptake	LANA DNA inh	PvdQ acylase	PKA-R2B act	Cardiac RTF inh	DAGLB inhibitor
CC(O)c1cccc(NC2=CC(=O)CC(C)(C)C2)c1 (configuration not stated)	8	13	1	-3	-8	0.1	-3	-6	0	0
COc1ccccc1C(=O)NNC(=O)c1ccc(NC(=O)c2ccccc2)cc1	-63	-4	-6	0	63	-0.4	-8	15	6	1
COc1ccc(CCNCc2ccc(OCc3ccccc3)cc2)cc1	12	5	-3	5	-12	-0.3	0	-15	-4	-6
Cc1nn(-c2cccc3cccnc23)c(=O)c2ccccc12	18	-6	0	-4	-18	-0.3	16	14	-3	-5
COc1ccc(NC(=O)C(C)N2C(=O)c3ccccc3S2(=O)=O)c(OC)c1 (configuration not stated)	-15	-2	-2	-2	15	1.4	20	3	-3	0
O=C(Nc1ccccc1)C1=C(O)CC(c2ccoc2)CC1=Nc1ccccc1 (configuration not stated)	-72	6	-6	.	?	-0.2	7	-3	10	6
Cc1ccc(OCC(=O)Nc2sc3c(c2C#N)CCC3)cc1	2	33	-1	-1	-2	0.2	-1	-6	1	-25
CC(=O)NS(=O)(=O)c1ccc(NC(=O)c2cccc3ccccc23)cc1	-8	31	2	0	8	0.9	1	-5	-1	5
CCC(=O)N1c2ccc(S(=O)(=O)CCC(=O)N3CCN(c4ccccc4)CC3)cc2CC1C (configuration not stated)	-4	30	-3	-2	4	0.7	2	-10	1	2
Cc1nn(C2CCS(=O)(=O)C2)c(Cl)c1/C=C/C(=O)OCC(=O)N(C)C (configuration not stated)	-2	2	1	-2	2	-2.8	9	-4	-13	-1
Cc1ccc(OCC(=O)N(C)CCc2ccccn2)cc1	3	1	2	1	-3	2.9	-8	-8	-8	-1
COc1cc(/C=C/c2ccc3c(Br)cc(Br)c(O)c3n2)ccc1O	-44	8	-2	-5	44	-2.2	-10	4	-6	9
COc1ccc(CNC(=S)Nc2ccccc2Cl)cc1	3	19	-5	-1	-3	0.5	6	-8	0	-1
Cc1cc(OCCNCCO)cc(C)c1Cl	7	13	-1	0	-7	-0.1	5	-4	-9	4
CCC(C)Sc1ccc(-c2nc3ccc(C)cn3c2NC2CCCCC2)cc1 (configuration not stated)	-30	3	-5	.	30	0.6	-9	15	12	-11
CCN(CC(=O)NCc1cccs1)C(=O)Cc1ccc(Cl)c(Cl)c1	-4	-3	1	-3	4	1.2	0	6	6	-2
CC(C)CNc1cc(=O)n(C)c(=O)n1C	5	-7	-1	-2	-5	-0.4	-8	-2	-7	-1
CCCCNC(=O)Nc1ccccc1Br	-10	-10	-4	-1	10	4.2	-2	-7	-20	-3
Cc1cc(C(=O)COC(=O)c2ccc[nH]c2=O)c(C)n1-c1ccccc1F	.	0	-2	3	.	-0.1	-11	-13	-2	-2
COCC(C)N1CCC(n2nccc2NC(=O)CCOc2ccccc2)CC1 (configuration not stated)	23	-11	-5	9	-23	1.2	-5	7	-2	-1
N/C(=N\OC(=O)c1ccco1)c1ccccn1	41	16	-3	3	-41	-0.1	-3	-1	1	-5
O=C(Nc1nc2c(F)cc(F)cc2s1)c1ccco1	29	1	-3	.	-29	1.1	11	-4	4	-2
O=C(COC(=O)CN1C(=O)C2CCCCC2C1=O)NC1CCS(=O)(=O)C1 (configuration not stated)	26	-2	-4	3	-26	-0.8	-3	6	-16	2
CC1Cc2ccccc2N1C(=O)CSc1nnc(CNc2ccccc2)o1 (configuration not stated)	3	-2	-4	2	-3	-0.7	-19	-5	0	-1
Oc1c(C=C2N=c3ccccc3=N2)sc(=S)n1C1CCCC1	11	110*	-3	0	-11	2.0	-13	-1	-5	2

Continued (5 carried over from the part before).
SMILES	SR-BI DiI-HDL act	Arrestin-AP2 inh	Keap1 Nrf2 FP	NSD2 inh	SR-BI HDL uptake	LANA DNA inh	PvdQ acylase	PKA-R2B act	Cardiac RTF inh	DAGLB inhibitor
N/C(=N\OC(=O)c1ccco1)c1ccccn1	41	16	-3	3	-41	-0.1	-3	-1	1	-5
O=C(Nc1nc2c(F)cc(F)cc2s1)c1ccco1	29	1	-3	.	-29	1.1	11	-4	4	-2
O=C(COC(=O)CN1C(=O)C2CCCCC2C1=O)NC1CCS(=O)(=O)C1 (configuration not stated)	26	-2	-4	3	-26	-0.8	-3	6	-16	2
CC1Cc2ccccc2N1C(=O)CSc1nnc(CNc2ccccc2)o1 (configuration not stated)	3	-2	-4	2	-3	-0.7	-19	-5	0	-1
Oc1c(C=C2N=c3ccccc3=N2)sc(=S)n1C1CCCC1	11	110*	-3	0	-11	2.0	-13	-1	-5	2
CCc1ccccc1NC(=O)CNC(=O)CNC(=O)c1cccs1	11	4	1	.	-11	0.1	-8	0	-11	-1
COc1cc2cc(C)c(SCC(=O)N3CCOCC3)nc2cc1OC	-18	28	0	.	18	2.7	3	1	-15	-1
O=C(NNC(=O)C1CCCC1)c1ccccc1F	29	10	2	-7	-29	-0.7	-2	15	5	-1
COC(CNC(=O)c1cc(S(=O)(=O)N2CCc3ccccc32)ccc1F)OC	-11	-4	-2	0	11	-2.5	-10	-5	-2	-1
CN(C(=O)Nc1ccc(Cl)cc1Cl)C1CCCC1	-45	-1	-4	-1	45	-0.3	-14	-10	1	-3
CC(=O)N/C(=C\c1ccccc1)C(=O)OCC(=O)Nc1cc(S(=O)(=O)N(C)C)ccc1C	14	-10	-3	0	-14	-2.3	-9	12	-10	0
CCCCCn1c(=O)[nH]c2cc(C(=O)NCc3ccco3)ccc2c1=O	-25	-2	-1	0	25	2.0	-18	0	3	6
Cc1ccc(C(C)NC(=O)c2ccco2)cc1C (configuration not stated)	8	-9	-1	12	-8	-0.8	-7	-13	0	0
CS(=O)(=O)Cc1ccc(C(=O)Nc2cccc(-c3nc4ccccc4[nH]3)c2)cc1	-24	10	-3	.	24	0.8	-15	3	-2	0
O=C(COc1ccccc1)N=C1SC2CS(=O)(=O)CC2N1c1ccccc1F (configuration not stated)	2	-9	0	4	-2	1.0	-7	-2	-4	2
NC(=O)c1ccc(-c2nnn(CC(=O)N(C3CCCCC3)C3CCS(=O)(=O)C3)n2)cc1 (configuration not stated)	-6	3	-4	-2	6	1.8	-13	2	0	-2
COc1ccccc1NC(=O)CCN1C(=O)c2ccccc2C1=O	2	22	0	-2	-2	2.2	-7	3	-6	0
O=C(NCCNCc1cccs1)c1ccccc1F	9	-26	-2	1	-9	11	-16	-10	-19	-1
COc1ccc(-c2[nH]ncc2CN(C)CCCN2CCOCC2)cc1F	14	9	-4	0	-14	0.3	-5	-7	-1	1
